HKDC1 inh = HKDC1 (human) hexokinase inhibition. Q2TB90. recombinant HKDC1, G6PDH/diaphorase resazurin coupled fluorescence. inhibition, % at 20 µM. 0.16% of 340,000 active. AID 493160;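 active means inhibition above about 35% when tested at 20 µM, limit read from the data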;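 further: plate controls were DMSO wells with enzyme for no effect and DMSO wells lacking enzyme for full effect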
Target sequence (Q2TB90 whole entry, looked up): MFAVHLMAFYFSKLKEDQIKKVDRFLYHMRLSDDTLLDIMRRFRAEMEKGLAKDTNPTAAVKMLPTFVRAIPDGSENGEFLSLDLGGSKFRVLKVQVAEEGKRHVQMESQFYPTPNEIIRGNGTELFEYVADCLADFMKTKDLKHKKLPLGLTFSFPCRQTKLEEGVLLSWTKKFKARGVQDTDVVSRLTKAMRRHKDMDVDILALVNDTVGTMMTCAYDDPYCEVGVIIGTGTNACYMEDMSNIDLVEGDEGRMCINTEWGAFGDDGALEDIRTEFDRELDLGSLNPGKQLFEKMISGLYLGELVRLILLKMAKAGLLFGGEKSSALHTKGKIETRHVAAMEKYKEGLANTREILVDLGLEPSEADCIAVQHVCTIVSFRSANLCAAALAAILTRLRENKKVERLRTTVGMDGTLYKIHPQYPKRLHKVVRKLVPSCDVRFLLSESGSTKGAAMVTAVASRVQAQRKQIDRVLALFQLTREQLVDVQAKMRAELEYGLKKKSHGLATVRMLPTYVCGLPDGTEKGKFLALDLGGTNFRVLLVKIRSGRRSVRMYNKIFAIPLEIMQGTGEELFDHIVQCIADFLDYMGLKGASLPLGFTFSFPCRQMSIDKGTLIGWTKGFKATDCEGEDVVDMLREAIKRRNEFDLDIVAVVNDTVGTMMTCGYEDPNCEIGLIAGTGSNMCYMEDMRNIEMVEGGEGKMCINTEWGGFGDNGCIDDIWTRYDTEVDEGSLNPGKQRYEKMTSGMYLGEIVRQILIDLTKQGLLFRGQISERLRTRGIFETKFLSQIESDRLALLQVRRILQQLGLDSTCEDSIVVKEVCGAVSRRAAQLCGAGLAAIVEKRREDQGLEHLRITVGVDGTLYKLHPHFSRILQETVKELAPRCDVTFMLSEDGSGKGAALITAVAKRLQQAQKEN
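Material: recombinant HKDC1 hexokinase; Amount: HKDC1 at 5 µg/mL; Medium: Tris pH 8.0 buffer with MgCl2, Tween-20, BSA, BME; Schedule: 90 min reaction incubation at room temperature, dark; Technique: coupled resazurin fluorescence, excitation 525 nm, emission 613 nm.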
SENP8 block-1 = inhibitors of human SENP8 protease | Q96LD8 | purified SENP8, Z-RLRGG-aminoluciferin cleavage, luminescence | inhibition, % at 10 µM | 1.2% of 330,000 active | AID 2540; in the data active means inhibition above about 50%
SENP1 inh = inhibitors of human SENP1 SUMO protease catalytic domain; Q9P0U3; inhibition, % at 10 µM; 0.21% of 360,000 active; recombinant SENP1 catalytic domain, CyPet-SUMO1-YPet FRET cleavage;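 active means inhibition at least 30% at 10 µM, raw YFP signal under a set limit, fluorescence ratio 0.5 to 1.5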;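 further: 0% = enzyme with DMSO and 100% = no enzyme wells; some results filed as inactive read as strong as hits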
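Compound: 10 µM single point, 0.5% DMSO; Test system: hSENP1 catalytic domain, recombinant; Timing: 50 min reaction at room temperature; Technique: FRET, CFP and YFP emission; Control set: no-enzyme wells low, DMSO-plus-enzyme wells high control.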
Apaf-1 inh = human Apaf-1 inhibition. O14727. reconstituted apoptosome caspase-3 activity, DEVD-Rh110 fluorescence. inhibition, % at 20 µM. 0.71% of 330,000 active. AID 489030; active means inhibition of at least 40% at 20 µM;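 further: plate controls were DMSO wells for no effect and DEVD-CHO caspase inhibitor wells for full effect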
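Assay system: Apoptosome proteins | Medium: pH 7.5 Hepes buffer with CHAPS, BSA, DTT | Also added: Cytochrome c and DEVD-Rh110 substrate | Times: 30 min plus 50 min, RT | Detection: Rhodamine 110 fluorescence at Ex 480/Em 540 nm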
NLRP3 yeast inh = blocks the NALP3 inflammasome reconstituted in yeast; inhibition, % at 10 µM; 0.39% of 330,000 active; Yeast reconstituted NLRP3/ASC/caspase-1, beta-gal luminescence, 24 h;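 active means inhibition of 50% or more; inactive means inhibition below 50%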;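 further: plate controls were induced DMSO wells for no effect and uninduced yeast grown without galactose for full effect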
SENP8 block-2 = SENP8 (human) protease inhibition. Q96LD8. recombinant SENP8, Nedd8 substrate fluorescence. inhibition, % at 20 µM. 0.64% of 360,000 active. AID 602440; in the data active means inhibition mostly above about 40%, no sharp cut-off; inactive means mostly below about 27%
SENP6 inh = blocks the human protease SENP6; Q9GZR1; Recombinant SENP6 catalytic domain, aminoluciferin luminescence; inhibition, % at 10 µM; 1.8% of 330,000 active; AID 2599;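 active means inhibition above about 50% at the single tested dose, limit read from the data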;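 further: plate controls were DMSO wells with enzyme for no effect and DMSO wells lacking enzyme for full effect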
PfGluPho inh = PfG6PD (Plasmodium falciparum) enzyme inhibition; 0.78% of 350,000 active; inhibition, % at 20 µM; PfGluPho enzyme, NADPH resazurin-diaphorase fluorescence;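 active means inhibition reaching at least a set limit at 20 µM in the primary screen, cut at about 59% in these data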;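 further: 0% = DMSO wells with substrate and 100% = DMSO wells lacking glucose-6-phosphate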
SENP7 block = blocks the human protease SENP7; 1.5% of 330,000 active; inhibition, % at 5 µM; Q9BQF6; AID 434973; recombinant SENP7, Z-RLRGG-aminoluciferin luminescence, 40 min;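 active means inhibition above about 50% at the single test dose, limit read from the data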;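 further: plate controls were DMSO with enzyme for no effect and no enzyme buffer wells for full effect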
The depositor's hits bear a star; . = not tested or not shown. Hits appear at their usual frequency (roughly 4.1% active in at least one column).

SMILES	HKDC1 inh	SENP8 block-1	SENP1 inh	Apaf-1 inh	NLRP3 yeast inh	SENP8 block-2	SENP6 inh	PfGluPho inh	SENP7 block
O=C(Nc1ccc2c(c1)OCO2)c1ccc(N2CCCC2)c([N+](=O)[O-])c1	-1.5	2.9	2.0	15.4	15.4	26.8	2.9	39.7	9.0
O=C(COc1c(Cl)cccc1Cl)Nc1ccccc1N1CCCC1	-0.5	-6.8	0.8	28.3	27.8	6.6	2.6	9.2	-8.3
COc1ccc(C(=O)N(CCCO)Cc2cc3c(C)ccc(C)c3[nH]c2=O)cc1OC	-4.1	.	-0.6	.	.	-84.3	.	-10.2	.
CCN(CC(=O)Nc1c(F)cccc1F)C(=O)CCNC(=O)c1ccc([N+](=O)[O-])cc1	3.1	11.5	0.6	1.9	16.2	9.0	2.2	4.3	1.3
CCN(CC)c1ccc(NC(=O)CSc2nc3ccccc3c(=O)n2-c2cc(S(=O)(=O)N(C)C)ccc2C)cc1	-5.9	-3.5	-0.4	17.4	-16.8	16.6	-1.5	3.9	-5.0
COc1cc(Cc2cc(N)nc(N)n2)cc(OC)c1OC	-6.9	-4.6	0.6	3.4	24.1	8.7	7.0	0.8	1.3
Cc1csc(NC(=O)c2cc(-c3ccco3)nc3ccccc23)n1	1.4	5.7	15.7	11.0	-4.2	-179.0	-6.9	16.9	6.1
CCCCC(=O)N/N=C/c1sccc1C	-12.3	-2.3	2.3	-6.9	21.7	4.8	-9.6	-1.7	4.1
CCc1cc(=O)oc2c(C)c(O[C@@H]3O[C@H](CO)[C@@H](O)[C@H](O)[C@H]3O)ccc12	-6.3	1.7	-1.6	-3.9	-0.1	2.2	-18.9	7.9	1.0
CN(C)/C=C1\SC(=S)N(N2C(=O)C3C4C=CC(C4)C3C2=O)C1=O (stereo not given)	13.3	-4.7	4.6	-0.2	20.7	20.7	13.4	-3.0	-7.8
CCCCC(=O)NC(c1ccccc1Cl)c1ccc2cccnc2c1O (stereo not given)	-20.1	-2.4	1.7	-3.4	18.2	19.0	-1.9	-28.6	12.7
CCOCCCNC(=O)c1c[nH]c2cc(OC)ccc2c1=O	1.5	0.8	-2.3	-3.6	-1.1	2.1	-25.2	-7.2	8.8
Nc1nc2ccccc2n1Cc1ccc(Cl)c(Cl)c1	-3.6	-10.4	1.4	22.3	6.8	5.9	-12.1	-3.9	-13.5
CCOC(=O)CSc1ccc(C(=O)NCCCN2CCOCC2)cc1[N+](=O)[O-]	5.0	-4.7	1.5	-1.6	8.9	15.4	-10.5	-12.3	-4.1
CNC(=O)COC(=O)COc1ccc2c(C)cc(=O)oc2c1	-3.0	-0.5	2.7	-4.9	15.2	-153.2	6.6	11.0	5.4
COC(=O)c1sccc1NC(=O)/C=C/C(=O)O	-4.0	-0.5	2.3	3.8	7.8	16.0	-9.2	-12.3	3.6
COc1ccccc1C1c2c(C)nn(-c3ccccc3)c2NC(=O)C1NC(=O)c1ccccc1 (stereo not given)	-6.3	-1.4	0.6	3.9	8.3	24.2	15.0	13.2	1.7
O=C(CCCC(=O)N(CC(=O)NC1CCCC1)Cc1ccc2c(c1)OCO2)Nc1ccccn1	-8.4	-11.3	-0.6	10.1	2.9	14.5	-24.8	-5.9	-1.4
COC(=O)c1ccccc1OCC(=O)N1CCN(c2ccc(Cl)cc2)CC1	-1.4	-1.9	3.1	12.3	0.6	25.5	19.2	-3.6	-4.4
O=C(CSC(=S)N1CCCCC1)c1ccccc1	-0.2	62.8*	0.5	5.1	60.2*	13.9	73.9*	-9.2	73.9*
CCC(CC)C(=O)Nc1cc(NC(=O)C(CC)CC)cc(C(=O)O)c1	0.1	0.3	1.9	-1.0	-0.2	0.4	-10.7	-2.2	6.7
CCOc1cc(/C=N/NC(=O)CCn2nc(C)cc2C)ccc1O	-3.8	-1.6	2.4	-5.4	-16.0	-24.5	-5.2	-9.1	-4.7
O=C(CSc1nnc(-c2ccc(F)cc2)c2ccccc12)Nc1ccccc1Cl	-9.9	0.4	1.1	6.1	11.9	3.9	1.2	-12.1	-0.7
COc1ccc(-c2c(C)n([O-])c3c([n+]2=O)CCCC3)cc1	-3.3	4.3	2.4	-3.7	4.0	13.4	14.1	-2.1	5.8
COc1ccc(Nc2oc(COc3ccc(C)cc3)nc2C#N)cc1	2.5	-4.3	0.2	11.3	14.6	6.7	2.2	13.0	9.5

Rewritten with each value named: part of the list above.
Compound: CCN(CC)c1ccc(NC(=O)CSc2nc3ccccc3c(=O)n2-c2cc(S(=O)(=O)N(C)C)ccc2C)cc1
  HKDC1 inh: -5.9	SENP8 block-1: -3.5	SENP1 inh: -0.4	Apaf-1 inh: 17.4	NLRP3 yeast inh: -16.8	SENP8 block-2: 16.6	SENP6 inh: -1.5	PfGluPho inh: 3.9	SENP7 block: -5.0
Compound: CCN(CC(=O)Nc1c(F)cccc1F)C(=O)CCNC(=O)c1ccc([N+](=O)[O-])cc1
  HKDC1 inh: 3.1	SENP8 block-1: 11.5	SENP1 inh: 0.6	Apaf-1 inh: 1.9	NLRP3 yeast inh: 16.2	SENP8 block-2: 9.0	SENP6 inh: 2.2	PfGluPho inh: 4.3	SENP7 block: 1.3
Compound: Cc1csc(NC(=O)c2cc(-c3ccco3)nc3ccccc23)n1
  HKDC1 inh: 1.4	SENP8 block-1: 5.7	SENP1 inh: 15.7	Apaf-1 inh: 11.0	NLRP3 yeast inh: -4.2	SENP8 block-2: -179.0	SENP6 inh: -6.9	PfGluPho inh: 16.9	SENP7 block: 6.1
Compound: COc1ccccc1C1c2c(C)nn(-c3ccccc3)c2NC(=O)C1NC(=O)c1ccccc1 (stereo not given)
  HKDC1 inh: -6.3	SENP8 block-1: -1.4	SENP1 inh: 0.6	Apaf-1 inh: 3.9	NLRP3 yeast inh: 8.3	SENP8 block-2: 24.2	SENP6 inh: 15.0	PfGluPho inh: 13.2	SENP7 block: 1.7

Going on with the list.
SMILES	HKDC1 inh	SENP8 block-1	SENP1 inh	Apaf-1 inh	NLRP3 yeast inh	SENP8 block-2	SENP6 inh	PfGluPho inh	SENP7 block
CC1(C)CC(=O)C/C(=N/NC(=O)c2ccc(-c3ccccc3)cc2)C1	-1.4	-3.3	-5.8	6.4	7.2	-32.8	-1.6	-5.5	-3.9
COc1cc(C(=O)N2CCN(c3ccc(C)cc3C)CC2)cc(OC)c1OC	-2.3	7.1	-1.2	4.9	-19.6	7.2	-7.4	-0.3	-1.8
CCOC(=O)C1(Cc2ccc(Cl)cc2)CCN(C(=O)c2cscn2)CC1	-9.9	5.0	1.7	7.4	17.7	10.3	-4.2	-4.0	-2.2
CCC(C)(NC(=O)c1ccccc1)C(=O)O (stereo not given)	-4.9	-2.5	1.3	-10.4	17.5	19.7	-0.2	-16.9	-4.1
Cc1ccc(C)c(CN2CCNC2=O)c1	5.4	0.9	1.6	-3.1	-4.2	14.4	-4.9	-7.5	5.7
Cn1c(CCN2CCN(c3ccccn3)CC2)nc2cc(NS(=O)(=O)c3ccc(Cl)cc3)ccc21	0.3	1.1	-0.6	18.3	-5.9	-2.5	-0.8	20.0	3.4
CN(C(=O)CSc1n[nH]c(=O)[nH]c1=O)c1ccccc1	-1.6	2.1	1.2	-7.5	10.6	21.4	-8.8	-20.6	4.2
CCOC(=O)c1cnn(CCOC(=O)Cc2cccs2)c1NC(=O)Cc1cccs1	-12.7	-6.2	-15.5	2.9	12.3	4.4	-6.3	-0.3	-10.3
O=[N+]([O-])c1ccc(CN2CCCCCC2)cc1	-4.0	-5.4	-1.9	-15.0	22.8	12.7	-3.3	1.7	8.8
O=[N+]([O-])c1ccc(/C=N/N2CCN(Cc3ccccc3)CC2)cc1	4.9	-3.5	0.1	9.5	5.0	13.1	-10.7	17.9	3.7
O=C(CSc1ccc([N+](=O)[O-])cn1)Nc1ccc2c(c1)OCCO2	-6.5	3.3	1.2	-1.6	15.7	11.1	-16.4	8.8	2.5
C=CCn1c(C)cc(C(=O)CSc2nnc3n(CCC)c(=O)c4ccccc4n23)c1C	3.9	.	-3.2	.	.	15.5	.	8.2	.
COc1ccc(NC(=O)C2C3CCC4C(CCC32)C4(Cl)Cl)cc1 (stereo not given)	-8.5	-0.6	1.5	3.0	12.5	3.8	-10.0	-5.9	-4.4
CSc1nc(O)c(/C=C2\C=Nc3ccccc32)[nH]1	-3.0	23.6	-127.5	-3.2	5.7	9.7	43.8	13.4	32.3
O=c1[nH]c2cc3c(cc2cc1CN(CC1CCCO1)S(=O)(=O)c1ccc(Cl)cc1)OCCO3 (stereo not given)	-8.8	4.2	2.3	3.3	14.7	-324.9	-24.9	16.2	-0.8
COC(=O)c1ccccc1NC(=O)C1CCCN(S(=O)(=O)c2ccc(F)cc2)C1 (stereo not given)	8.4	-9.4	1.6	10.2	33.3	-15.4	3.7	2.5	-1.3
CCCCOC(=O)CN1C(=O)c2ccc(C(=O)OCCCC)cc2C1=O	5.5	4.9	-0.1	23.6	7.1	20.0	-1.5	-0.9	-0.1
C=CCC1S/C(=N/N=C/c2cccs2)NC1=O (stereo not given)	-5.3	0.6	0.8	-1.3	-5.6	22.4	4.2	-7.0	4.0
CC(C)c1ccc2c(c1)C1Cc3ccccc3C1N2 (stereo not given)	-9.1	-8.4	-15.1	10.5	25.8	-210.0	3.5	-1.1	-0.4
COc1ccc(-c2csc(N3CCC(c4ccccc4)CC3)n2)cc1	-5.5	-6.9	1.1	7.0	4.4	3.4	-11.0	-6.4	-9.6
COc1ccc2c(c1)OC[C@H]1[C@H]2N2C(=O)[C@H](C)NC(=O)[C@@]2(C)[C@H]1c1ccccc1	0.3	9.2	3.7	-5.0	14.4	17.8	5.9	-3.1	-4.6
CCCCCCCOC(=O)c1ccc(OC(=O)c2cccnc2)cc1	-5.9	4.8	1.6	3.8	12.7	13.7	-1.6	-1.6	-2.0
O=C(Cn1nnc(-c2ccncc2)n1)N(C1CCCCC1)C1CCCCC1	-3.6	-9.8	-9.1	20.5	-3.5	1.2	-20.3	2.6	-1.4
CC(C)CN(C(=O)COC(=O)CSc1ccccc1)c1c(N)n(Cc2ccccc2)c(=O)[nH]c1=O	-5.3	7.0	1.5	-0.6	13.9	8.7	1.2	8.1	1.0
CCOc1ccc(NC(=O)CCC(=O)NNC(=O)NC2CCCCC2)cc1	-9.6	2.3	3.9	-6.8	2.8	4.4	-9.9	-4.8	-0.5
COc1ccc(NS(=O)(=O)c2cccc(NC(=O)NCCCl)c2)cc1	0.4	-8.2	-1.3	3.9	7.4	-7.3	-2.1	-0.5	-12.4
O=Cc1cn(CCC(=O)O)nc1-c1cc2ccccc2o1	-6.2	-6.0	-1.0	6.8	5.8	-100.7	-0.6	-17.1	-3.2
COc1ccc(-c2csc(NC(=O)c3ccc(C(C)(C)C)cc3)c2C(=O)O)cc1	12.0	-1.9	.	-1.2	87.0*	.	-8.3	-23.7	11.3
COc1cccc(NC(=O)CN(C)C(=O)CSc2nc3ccccc3s2)c1	2.5	-12.3	0.3	13.2	27.3	-4.5	-0.8	-1.7	11.5
Cn1c(=O)cc(SCC(=O)N2CCN(C3CCCCC3)CC2)c2ccccc21	4.2	-9.0	0.0	-1.8	-7.1	-29.4	-11.7	8.7	-9.8

High-throughput results as filed in PubChem.
